ALOX15B inhib = blocks human 15-lipoxygenase 2 activity. O15296. purified 15hLO-2, xylenol orange hydroperoxide absorbance. Potency, µM (doses to about 57.1 µM), inactives show at the highest dose activity change, negative = inhibition, actives largely listed as inhibitors. actives 0.56% (n = 110,000); further: potency means the concentration at half of the fitted maximal effect; nearly all actives have a fitted effect of over 60% in size; many of its hits are not listed in these tables
Target sequence (O15296 whole entry, looked up): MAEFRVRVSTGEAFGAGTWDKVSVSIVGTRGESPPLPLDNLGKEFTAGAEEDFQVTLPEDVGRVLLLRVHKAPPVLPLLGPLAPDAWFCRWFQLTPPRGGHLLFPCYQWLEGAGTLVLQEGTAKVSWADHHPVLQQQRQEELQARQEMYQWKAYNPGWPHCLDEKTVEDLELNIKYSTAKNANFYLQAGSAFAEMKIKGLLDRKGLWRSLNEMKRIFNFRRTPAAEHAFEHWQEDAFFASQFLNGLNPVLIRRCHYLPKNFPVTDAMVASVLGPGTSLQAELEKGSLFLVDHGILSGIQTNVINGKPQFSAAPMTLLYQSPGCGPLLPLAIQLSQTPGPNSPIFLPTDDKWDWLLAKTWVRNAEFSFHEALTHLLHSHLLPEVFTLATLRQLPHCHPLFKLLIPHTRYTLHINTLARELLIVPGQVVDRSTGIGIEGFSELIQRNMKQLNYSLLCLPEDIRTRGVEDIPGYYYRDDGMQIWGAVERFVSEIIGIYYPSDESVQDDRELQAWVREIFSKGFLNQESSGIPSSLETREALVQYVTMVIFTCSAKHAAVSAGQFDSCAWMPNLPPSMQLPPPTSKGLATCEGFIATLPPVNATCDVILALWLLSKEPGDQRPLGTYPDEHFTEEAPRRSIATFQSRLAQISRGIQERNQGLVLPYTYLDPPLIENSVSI
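Screening format was qHTS against 50 nM purified 15hLO-2 in Hepes pH 7.5 with detergent. Activity follows hydroperoxide formation from 45 uM arachidonic acid, measured as 573:405 nm absorbance ratio of the ferric-xylenol orange complex.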
IMPase cell inh = cell-permeable inhibitors of inositol monophosphatase (IMPase); CHO-M1 cells, IP1 accumulation, HTRF TR-FRET ratio; inhibition (IP1 accumulation), % at 46.1 µM; AID 901; 120,000 tested, under 10 active; active means well fitted curve in the direction sought with a large enough effect in the signal ratio, not every such curve was filed as active; inconclusive means small, poorly fitted or top-dose-only effect, or a change in a side signal; inactive means no such curve, though single readings can be large or run the other way; the % refers to the signal ratio;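 further: cells stimulated with carbachol in lithium chloride buffer; plate controls were DMSO basal wells for no effect and reference inhibitor wells for full effect; higher means more IMPase inhibition seen as more IP1 and lower FRET ratio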
Target sequence (P97697 whole entry, looked up): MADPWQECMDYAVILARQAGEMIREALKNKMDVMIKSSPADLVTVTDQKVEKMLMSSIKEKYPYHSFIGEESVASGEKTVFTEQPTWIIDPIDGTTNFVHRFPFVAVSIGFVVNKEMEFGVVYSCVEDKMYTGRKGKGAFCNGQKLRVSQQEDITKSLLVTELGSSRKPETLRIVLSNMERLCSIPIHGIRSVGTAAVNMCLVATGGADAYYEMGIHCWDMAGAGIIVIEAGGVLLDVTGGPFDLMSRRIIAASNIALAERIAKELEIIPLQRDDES
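Seeded CHO-M1 cells were dosed with compound at up to 46 uM, stimulated with carbachol for 30 min, then lysed in IP-One detection reagents. Higher IP1 lowers the TR-FRET signal.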
PNC inhibitor = blocks assembly of the perinucleolar compartment; AID 2417; activity change (PNC), negative = inhibition, % at 10 µM; actives 3.1% (n = 140,000); PC3M PTB-GFP, PNC prevalence imaging, 16 h; active compounds read low;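 active means readout at or below -70, meaning at least 70% loss of cells showing the perinucleolar compartment, a nuclear body marking cancer cells; inconclusive means readout between -30 and a set limit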;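 further: plate controls were DMSO wells for no effect and camptothecin positive control wells for full effect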
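PC3M cells stably expressing PTB-GFP, 750–1000 cells/well, treated 16 h at 37 °C with compound (23 nl of library stock), in duplicate. After paraformaldehyde fixation and Hoechst stain, imaged at 20x; PNC prevalence scored by image analysis.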
12-hLO inh = 12-hLO (ALOX12) enzyme inhibition; AID 1452; actives 0.12% (n = 150,000); Potency, µM (top dose mostly 57.1 µM), for inactives: top-dose activity change, negative = inhibition, usual class: inhibitors; purified 12-hLO, xylenol orange hydroperoxide absorbance; further: potency means the concentration at half of the fitted maximal effect; nearly all actives have a fitted effect of over 55% in size; many of its hits are not listed in these tables
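Xylenol orange chromogenic assay: hydroperoxide from 12hLO oxidises Fe(II), giving red-shifted Fe(III)-XO absorbance. Conditions: 150 nM enzyme, 40 uM arachidonic acid, 25 mM Hepes pH 7.0, 0.01% Triton X-100, 30 min, room temperature.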
* marks the source's active call; other numbers are inactive results; ? = inconclusive; . = no result given; & = joins results of further samples; [ ] = another dose, or the depositor's remark. Unless noted, the call rests on the fitted dose curve; in most records, active means well fitted curve in the direction sought with a large enough effect; inconclusive means small, poorly fitted or top-dose-only effect, or another doubt; inactive means no such curve, though single readings can be large; an effect the other way counts as inactive or inconclusive. Unless noted, on the % scale 0 is the no-effect control and ±100 the full control effect. Only part of the results is shown. The share of hits here may be higher or lower than overall.

The line under a structure holds: ALOX15B inhib	PNC inhibitor	12-hLO inh	IMPase cell inh
COc1cc(C2C(C#N)=C(N)N(Nc3ccccc3)C3=C2C(=O)CC(C)(C)C3)ccc1OCc1cccc(F)c1 (stereo not given)
    -3%	-24	-18%	-7
Cc1sc(NC(=O)C(C)C)c(C(=O)Nc2ccccc2)c1C
    -1%	28	-2%	2
O=C(Nc1nccs1)c1ccc(COc2ccccc2Br)o1
    21%	-88*	-4%	1
O=C(CSCCN1C(=O)c2ccccc2C1=O)Nc1ccc2ccccc2c1
    .	?	-2%	5
Cc1cc(-n2ccnc2)n2c(nc3ccccc32)c1C#N
    0%	30	6%	-3
CCOc1ccc(OCC)c(-c2c(=O)n(OCc3ccccc3Br)c3ccccc3[n+]2[O-])c1
    -3%	-10	-11%	5
CCSCCOC(=O)C1=C(C)NC2=C(C(=O)CCC2)C1c1coc2ccccc2c1=O (stereo not given)
    -18%	?	-3%	4
Cc1nc2nc(-c3cccnc3)[nH]n2c(=O)c1C
    -3%	-20	1%	2
Cc1cc(OCC(F)(F)C(F)(F)C(F)(F)C(F)(F)C(F)(F)C(F)F)nc(N)n1
    15%	23	-20%	6
Cc1ccc(C(=O)CSc2nnc3c4ccccc4nc(Cc4ccccc4)n23)cc1
    .	44	3%	.
Cc1cccc(OCC(=O)OC2CCN(C)CC2)c1
    .	10	2%	.
COC(=O)c1ccc(NC(=O)CSc2ccccc2)cc1
    .	11	-3%	.
CCCCc1ccc(-c2ccc(Br)cc2)nc1
    .	17	-2%	5
COc1ccc(Cl)cc1NC(=O)CSc1nnc(-c2ccncc2)n1CC1CCCO1 (stereo not given)
    -12%	?	1%	0
Cc1ccn(S(=O)(=O)c2ccc(C(C)(C)C)cc2)n1
    -1%	-15	-12%	16
Cc1ccc(C(=O)N2NC(c3ccccc3F)C3C(=O)N(c4cccc(C)c4)C(=O)C32)cc1 (stereo not given)
    .	38	-5%	.
Cc1ccc(S(=O)(=O)NC(N)=NCCc2ccc(Cl)cc2)cc1
    .	45	-6%	.
CCC(=O)Nc1ccc(Cl)c(NC(=S)NC(=O)c2ccco2)c1
    .	-4	2%	.
Cc1ccc(NS(=O)(=O)c2cccc(C(=O)O)c2)cc1S(=O)(=O)N1CCCCC1
    .	11	-2%	.
COCCn1nnnc1C(c1cc2c(C)cc(C)cc2[nH]c1=O)N1CCCCCC1 (stereo not given)
    22%	25	-7%	-9
O=C(NC12CC3CC(CC(C3)C1)C2)c1cncc(O)c1
    5%	?	-3%	6
O=C(Oc1cccc2cccnc12)c1ccco1
    .	-21	-18%	-6
CC(=O)C1=C(C)NC(=O)NC1c1ccccc1OCC(=O)NCCc1ccccc1 (stereo not given)
    4%	1	1%	8
CCCCC1N2CC3([N+](=O)[O-])CN1CC([N+](=O)[O-])(C2)C3(C)C (stereo not given)
    .	-25	2%	-6
CCN(CC)S(=O)(=O)c1cccc(C(=O)Nc2cccc(C)c2)c1
    -2%	7	-5%	0
COC(=O)c1cc(C(=O)OCC(=O)NCc2ccc3c(c2)OCO3)cc([N+](=O)[O-])c1
    .	55	-2%	.
CSCC[C@H](NC(=O)OC(C)(C)C)c1nnc(SCc2cccc(F)c2)o1
    -14%	12	-10%	-5
CC1CCN(c2ccc([N+](=O)[O-])cn2)CC1
    .	?	-6%	-17
Cc1ccc(C(=O)N2CCN(c3ccc([N+](=O)[O-])c(N4CCOCC4)c3)CC2)cc1
    .	-7	-2%	1
COc1ccc2nc(NCCO)[nH]c2c1
    11%	-23	-2%	13

The line under a structure holds: ALOX15B inhib	PNC inhibitor	12-hLO inh	IMPase cell inh
O=C(Nc1ccccc1-c1nnn(CC(=O)N2CCCc3ccccc32)n1)c1ccco1
    1%	20	-3%	4
O=C(Cn1c(-c2ccccc2Cl)nc2ccccc21)Nc1cccc(Cl)c1
    .	13	-2%	6
O=C(Cc1sc(-c2ccccc2)nc1-c1ccccc1)Nc1ccc(Cl)cc1
    14%	12	0%	4
Cc1ccc(NC(=O)c2ccc(OC(F)(F)F)cc2)cc1S(=O)(=O)N(C)C
    .	?	1%	12
Cc1ccccc1NC(=S)NCc1ccc2c(c1)cc(C)n2C
    .	37	?	.
O=C(CN(Cc1ccc(F)cc1)S(=O)(=O)c1ccc(S(=O)(=O)N2CCOCC2)cc1)Nc1ccccc1
    .	65	-1%	.
COc1cc(C(=O)NCCCN2CCCC2=O)cc(OC)c1OC
    1%	4	4%	-1
COc1ccc(-c2cc(C(F)(F)F)nc(S(=O)(=O)CCC(=O)N3CCOCC3)n2)cc1
    -2%	?	-2%	10
CCc1ccc(N2C(=O)CN(Cc3cc(OC)c(OC)c(OC)c3)C2=S)cc1
    .	-81*	0%	.
Cc1c(-c2cccs2)[n+](=O)c2c(n1[O-])CCCCC2
    -9%	38	-2%	-3
CCOc1ccccc1NC(=O)N1CCC(n2nnc3cc(C)ccc32)CC1
    3%	3	-4%	-10
Cn1c(=O)cc(OCCCC(=O)NCCCN2CCN(Cc3ccccc3)CC2)c2ccccc21
    27%	-16	-4%	11
Cc1ccccc1NC(=O)/C=C/c1cccc(C(F)(F)F)c1
    -10%	-12	-6%	-1
c1cn2cc(-c3ccc4c(c3)OCO4)nc2s1
    -8%	29	?	2
Cc1ccc(C(=O)NNC(=O)C2CCN(Cc3ccc(Cl)c(Cl)c3)CC2)cc1
    7%	26	1%	2
O=C1NC(c2cn(-c3ccccc3)nc2-c2cccs2)C(C(=O)c2cccnc2)C(O)(C(F)(F)F)N1 (stereo not given)
    1%	16	-17%	-4
NC(=O)C1CCN(C(=O)CCCCCn2c(=O)[nH]c3ccsc3c2=O)CC1
    .	62	5%	2
CC1CN(C(=O)c2ccncc2)CC(C)O1 (stereo not given)
    3%	-21	1%	4
COc1ccc(CN2CCCC2C(=O)Nc2ccc(OC)c(OC)c2)cc1OC (stereo not given)
    0%	-3	1%	4
Cc1cc(NC(=O)CSc2nnc(-c3cccnc3)n2C2CCCCC2C)no1 (stereo not given)
    4%	46	4%	3
CCOC(=O)CCc1c(C)n(CC)c2cc(-c3ccccc3OC)nn2c1=O
    -2%	11	-1%	-6
COc1ccc(NC(=O)CCNS(=O)(=O)c2ccc3c(c2)c(=O)n(C)c(=O)n3C)c(OC)c1
    .	10	-1%	.
CS(=O)(=O)N(CC(=O)NCCSCc1c(F)cccc1Cl)c1ccc2c(c1)OCO2
    2%	-24	-12%	2
CCOc1ccc2nc(Cl)c(C3CC(c4ccco4)=NN3S(=O)(=O)c3ccccc3)cc2c1 (stereo not given)
    .	-9	0%	.
CCCc1cc(=O)n2[nH]c(-c3ccco3)nc2n1
    9%	9	0%	-2
CC1CCN(S(=O)(=O)c2cccc(C(=O)NCc3ccco3)c2)CC1
    .	-20	-2%	-8
CN1CCN(CC(O)COc2ccc(OCC(O)CN3CCN(C)CC3)cc2)CC1 (stereo not given)
    .	58	3%	2
O=C(NNS(=O)(=O)c1ccc([N+](=O)[O-])cc1)c1cnn(-c2ccccc2)c1-n1cccc1
    .	-100*	1%	8
CCn1c(SCC(=O)Nc2nc3ccccc3s2)nnc1-c1ccc(Br)cc1
    -7%	-18	-6%	-3
CCOC(=O)c1oc2ccc(OC)cc2c1NC(=O)CN1CCN(C)CC1
    10%	31	7%	-6

The line under a structure holds: ALOX15B inhib	PNC inhibitor	12-hLO inh	IMPase cell inh
O=C(NC1CCCCCCC1)c1ccc(S(=O)(=O)N2CCCC2)cc1
    -6%	-23	-4%	14
CC(=O)ON1C(C)(C)Cc2noc(N)c2C1(C)C
    -1%	28	-8%	4
O=C(c1cccc(F)c1)N1CCC2(CC1)CN(C(c1ccccc1)c1ccccc1)C2
    38%[activator]	.	3%	.
CC1CCN(C(=O)COc2ccccc2F)CC1
    5%	29	-3%	6
COc1ccc(C)cc1Cn1c(S(C)(=O)=O)nc2ccccc21
    ?	-13	-2%	1[1.84 µM]
Cc1ccccc1C(=O)Nc1ccccc1Sc1ccccc1
    .	-24	2%	-14
O=C(c1ccc(S(=O)(=O)Nc2ccc(F)cc2)cc1)N1CCN(C(=O)c2ccco2)CC1
    -4%	-6	-19%	7
CC(C)(C)c1ccc(C(=O)NCC(=O)OCC(=O)Nc2ccccc2[N+](=O)[O-])cc1
    .	17	0%	.
CS(=O)(=O)N1Cc2ccccc2CC1C(=O)OCC(=O)Nc1ccc2ccccc2c1 (stereo not given)
    -9%	-9	0%	7
COc1cccc(C2C(C#N)=C(N)N(c3ncn[nH]3)C3=C2C(=O)CCC3)c1 (stereo not given)
    .	?	1%	.
O=[N+]([O-])c1ccc2cn[nH]c2c1
    8%	?	1%&-5%	9
C=C(CC1([C@@H](NP(=O)(c2ccccc2)c2ccccc2)[C@H]2C[C@@H]2CCCC)CC1)c1cccc(OC)c1
    15%	.	-7%	.
C=CCn1c(CCC(=O)Nc2ccc(C)c(Cl)c2)nnc1SCC(=O)Nc1ccccc1C
    5%	25	3%	16
CCCc1cc(=O)n2[nH]c(NCc3cccs3)nc2n1
    3%	-16	0%	-2
Cc1c(NC(=O)CN2c3cccc4cccc(c34)S2(=O)=O)c(=O)n(-c2ccccc2)n1C
    .	?	3%	-2
Cc1ccc(C(=O)NC(=S)Nc2ccccc2C(F)(F)F)cc1C
    25µM*	72	22µM*	-3
COc1ccc(-n2c(CCc3ccccc3)nnc2SCC(=O)NCc2ccccc2)cc1
    6%	-108*	-7%	4
C[C@H](NC(=O)NCc1ccc(F)cc1)C(=O)O
    .	?	5%	.
Cc1cc(C(=O)Nc2c(C)n(C)n(-c3ccccc3)c2=O)c2ccccc2n1
    -2%	1	2%	-2
COc1ccc(OCC(=O)NNC(=O)c2cccs2)cc1
    .	53	6%	0
CCC(CC)n1[nH]c(=O)cc1N
    .	-24	-6%	-6
CC(C)C(=O)NC(c1ccccc1)c1cc([N+](=O)[O-])c2cccnc2c1O (stereo not given)
    .	-22	?	.
Cc1onc(-c2ccccc2)c1C(=O)N1CCC(C)CC1
    .	-16	3%	-3
CC(C)NC(=S)N1CCN(c2ncccn2)CC1
    .	4	3%	.
Cc1cc2oc(=O)cc(CSc3nnc(-c4cccs4)o3)c2cc1C(C)C
    .	-13	6%	15
c1ccc(-c2nnc(SCc3nc4ccccc4[nH]3)n2Cc2ccco2)cc1
    14%	-25	-24%	4
Cc1oc(-c2ccc(Cl)cc2)nc1CN1CCCC(C(=O)N2CCN(C(=O)c3ccco3)CC2)C1 (stereo not given)
    16%	?	0%	6
O=[N+]([O-])c1cccc(/C=N\Nc2ccc3ccccc3n2)c1O
    42%[activator][11.4 µM]	.	-7%[11.4 µM]	.
CC(OC(=O)c1cccc(N2C(=O)c3ccccc3C2=O)c1)C(=O)Nc1ccc(N(C)C)cc1 (stereo not given)
    .	-20	-3%	.
Nc1nc(SCC(=O)N2CCCc3ccccc32)[nH]c(=O)c1-c1ccccc1
    -2%	-17	-5%	2

The line under a structure holds: ALOX15B inhib	PNC inhibitor	12-hLO inh	IMPase cell inh
c1ccc(CSc2ncnc3c2sc2nc(N4CCOCC4)c4c(c23)CCCC4)cc1
    0%	?	10%	-3
CCOc1ccccc1Nc1nc2ccccc2[nH]1
    36%[activator]	40	3%	3
Cc1csc(SCc2ccc(C(=O)O)cc2)n1
    3%	-111*	3%	2
COCCSc1ccccc1C(=O)Nc1nnc(C)s1
    -19%	-19	?	4
Cc1cc(C)nc(N2CCN(c3nnnn3-c3ccccc3)CC2)n1
    -2%	12	-2%	-3
CN(C)C(=O)N1CCCC(C(=O)NCCc2ccccc2)C1 (stereo not given)
    ?	9	2%	1

Taken from above:
CN(C)C(=O)N1CCCC(C(=O)NCCc2ccccc2)C1 (stereo not given) – IMPase cell inh: 1
Cc1cc(C)nc(N2CCN(c3nnnn3-c3ccccc3)CC2)n1 – IMPase cell inh: -3
